BLM inh: Bloom syndrome helicase (human) inhibition. P54132. recombinant BLM DNA unwinding, fluorescence dequenching. Potency, µM (top dose mostly 56.1 µM), for the others: at the top dose activity change, negative = inhibition, usual class: inhibitors. 350,000 tested, 0.2% active. AID 2528;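 note: plate controls were vehicle for no effect and no enzyme for full effect; nearly all actives have a fitted effect of over 35% in size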
Target sequence (P54132 whole entry, looked up): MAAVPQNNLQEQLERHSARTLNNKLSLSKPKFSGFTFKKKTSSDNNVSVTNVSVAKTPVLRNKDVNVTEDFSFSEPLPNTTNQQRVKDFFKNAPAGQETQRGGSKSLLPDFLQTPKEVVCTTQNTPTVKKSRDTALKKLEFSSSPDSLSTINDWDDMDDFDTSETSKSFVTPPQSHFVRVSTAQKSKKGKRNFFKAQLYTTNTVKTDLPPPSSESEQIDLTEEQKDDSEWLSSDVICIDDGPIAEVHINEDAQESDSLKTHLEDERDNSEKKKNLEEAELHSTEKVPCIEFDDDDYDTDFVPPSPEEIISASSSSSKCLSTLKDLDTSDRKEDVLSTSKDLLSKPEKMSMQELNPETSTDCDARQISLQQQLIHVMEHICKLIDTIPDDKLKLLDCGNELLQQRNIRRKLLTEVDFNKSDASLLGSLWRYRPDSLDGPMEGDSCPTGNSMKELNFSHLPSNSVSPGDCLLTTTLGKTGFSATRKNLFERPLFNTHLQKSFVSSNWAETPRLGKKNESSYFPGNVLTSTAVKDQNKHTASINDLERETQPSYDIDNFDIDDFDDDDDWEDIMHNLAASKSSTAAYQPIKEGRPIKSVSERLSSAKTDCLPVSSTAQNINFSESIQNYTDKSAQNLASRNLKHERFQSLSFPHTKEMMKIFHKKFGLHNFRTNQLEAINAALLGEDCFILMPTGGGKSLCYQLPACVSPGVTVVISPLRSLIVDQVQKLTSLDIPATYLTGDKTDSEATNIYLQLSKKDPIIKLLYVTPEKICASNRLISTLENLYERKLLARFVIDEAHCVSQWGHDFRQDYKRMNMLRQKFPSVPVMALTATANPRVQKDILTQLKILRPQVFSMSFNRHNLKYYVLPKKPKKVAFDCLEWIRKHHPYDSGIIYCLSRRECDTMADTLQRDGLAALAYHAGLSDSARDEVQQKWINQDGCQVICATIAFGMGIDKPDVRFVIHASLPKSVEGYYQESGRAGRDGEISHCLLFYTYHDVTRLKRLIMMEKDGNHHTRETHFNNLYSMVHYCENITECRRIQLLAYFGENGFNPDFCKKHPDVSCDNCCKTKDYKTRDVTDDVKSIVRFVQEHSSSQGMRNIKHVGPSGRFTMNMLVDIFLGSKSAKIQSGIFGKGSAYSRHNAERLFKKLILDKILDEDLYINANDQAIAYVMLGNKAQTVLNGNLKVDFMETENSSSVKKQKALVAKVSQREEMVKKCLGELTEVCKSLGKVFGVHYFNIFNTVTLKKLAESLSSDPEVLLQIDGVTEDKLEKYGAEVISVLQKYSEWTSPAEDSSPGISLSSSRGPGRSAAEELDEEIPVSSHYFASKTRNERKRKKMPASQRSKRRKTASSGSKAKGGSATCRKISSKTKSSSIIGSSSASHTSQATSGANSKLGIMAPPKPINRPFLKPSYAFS
POLK inh: blocks human DNA polymerase kappa activity; Q9UBT6; purified Pol kappa, fluorescent DNA synthesis assay, 10 min; Potency, µM (top dose mostly 107 µM), inactives show top-dose activity, negative = inhibition, usual class: inhibitors; 400,000 tested, 0.53% active; note: % is set by controls: 0 for no effect and ±100 for the full control effect
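10 nM Pol kappa preincubated 15 min at room temperature with compounds, then reaction started with substrate at 50 nM final. Fluorescence read kinetically at 0 and 10 min; buffer-only wells served as negative control.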
POLH inh: DNA polymerase eta (human) inhibition; Q9Y253; recombinant Pol eta, fluorescent DNA replication assay; Potency, µM (titrated, usually from 114 µM), for inactives: at the top dose activity change, negative = inhibition, hits mostly inhibitors; 390,000 tested, 1.2% active; AID 588591; note: % is set by controls: 0 for no effect and ±100 for the full control effect
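Pol eta (10 nM) was preincubated with compounds for 15 min at room temperature, after which fluorescent replication substrate (50 nM final) was added to start the reaction. Fluorescence was read kinetically at 0 and 10 min.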
G9a inh: inhibitors of human histone lysine methyltransferase G9a | Q96KQ7 | G9a H3K9 monomethylation, AlphaScreen, 2 h | Potency, µM (doses to about 102 µM), for the others: at the highest dose activity, negative = inhibition, actives largely listed as inhibitors | 350,000 tested, 8.8% active | AID 504332; note: % is set by controls: 0 for no effect and ±100 for the full control effect; nearly all actives have a fitted effect of over 75% in size
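Methyltransferase reactions run at room temperature for 2 h (20 nM enzyme, 500 nM biotin-H3K9 peptide, 20 uM SAM) after a 15 min compound preincubation; product detected by AlphaScreen beads and anti-H3K9me1 antibody.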
APE1 inh: APE1 (human) endonuclease inhibition; AID 2517; recombinant APE1, TAMRA/BHQ-2 abasic DNA cleavage fluorescence; 350,000 tested, 0.35% active; Potency, µM (series often up to 65.8 µM), for inactives: top-dose activity change, negative = inhibition, most hits filed as inhibitors;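 note: plate controls were vehicle for no effect and reference inhibitor for full effect; nearly all actives have a fitted effect of over 55% in size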
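Kinetic fluorescence read (525 ex/598 em nm, three reads 60 s apart) of AP-site incision; signal = third minus first read. Enzyme 0.75 nM, dual-labelled THF duplex 50 nM, compound preincubation 15 min RT.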
POLI inh: blocks human DNA polymerase iota activity | Q9UNA4 | Potency, µM (titrated, usually from 115 µM), for inactives: at the top dose activity, negative = inhibition, usual class: inhibitors | Pol iota fluorescent replication assay, 10 min | 390,000 tested, 1% active
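Fluorescent replication assay read twice, at 0 min and 10 min after adding 50 nM (final) substrate. Enzyme (10 nM) and compounds were first incubated 15 min at room temperature; enzyme-free buffer wells were negative controls.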
POLB inh: inhibitors of human DNA polymerase beta; P06746; Pol beta primer extension/strand displacement, fluorescence kinetic; Potency, µM (titrated, usually from 114 µM), for the others: at the highest dose activity change, negative = inhibition, usual class: inhibitors; 340,000 tested, 1.3% active; note: % is set by controls: 0 for no effect and ±100 for the full control effect
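Enzyme-only controls used 10 nM Pol beta; buffer lacking enzyme served as negative control. Compound preincubated 15 min, then 50 nM substrate added; 0 and 10 min reads at room temperature.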
BAZ2B inh: blocks human BAZ2B; Q9UIF8; AlphaScreen BAZ2B-H3K14Ac peptide displacement; Potency, µM (doses to about 114 µM), for inactives: at the highest dose activity change, negative = inhibition, usual class: inhibitors; 360,000 tested, 4.4% active; AID 504333; note: % is set by controls: 0 for no effect and ±100 for the full control effect; nearly all actives have a fitted effect of over 60% in size
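AlphaScreen displacement: compounds (up to 110uM) incubated 30 min at room temperature with a preformed 50 nM BAZ2B/50 nM biotinylated H3K14Ac peptide complex in PBS pH 7.4 with Tween-20. Donor and acceptor beads at 10 ug/mL final added, 20 min light-protected before reading.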
JMJD2A Tudor: blocks the human JMJD2A Tudor domain. AlphaScreen JMJD2A-Tudor / H3K4me3 peptide binding. Potency, µM (top dose mostly 114 µM), without a hit: top-dose activity change, negative = inhibition, usual class: inhibitors. 390,000 tested, 4.4% active. O75164. AID 504339; note: % is set by controls: 0 for no effect and ±100 for the full control effect; nearly all actives have a fitted effect of over 50% in size
* marks the source's active call; other numbers are inactive results; ? = inconclusive; / = not tested or not shown; & = joins results of further samples; [ ] = remark or other dose. Calls come from the whole dose curve; as a rule, active = well fitted curve in the direction sought with a large enough effect; inconclusive = small, poorly fitted or top-dose-only effect, or another doubt; inactive = no such curve, though single readings can be large; an effect the other way counts as inactive or inconclusive. Potency is the fitted concentration of half-maximal effect.

SMILES	BLM inh	POLK inh	POLH inh	G9a inh	APE1 inh	POLI inh	POLB inh	BAZ2B inh	JMJD2A Tudor
O=C1OC(C(=O)Nc2ccccc2)Cc2ccccc21 (stereo not given)	0%	-2%	-14%	5%	-5%	145%[activator]	0%	-22%	-6%
Cn1c(SCCN2CCOCC2)nc2sc3c(c2c1=O)CCCC3	-5%	-23%	-5%	-4%	24%	-26%	2%	7%	-20%
CCn1nc(C(=O)Nc2ccccc2C)c(Cl)c1Cl	0%	0%	-3%	0%	3%	5%	-23%	6%	2%[57.1 µM]
COc1cccc(CSc2nc3cc(C(=O)NC4CCCC4)ccc3c(=O)n2Cc2ccccc2)c1	-2%	-4%[60.1 µM]	12%	0%[59 µM]	/	12%	-1%	4%	-6%
O=C1c2oc3ccc(Br)cc3c(=O)c2C(c2cccc(F)c2)N1CCO (stereo not given)	-7%	-3%	4%	?	-1%	13%	4%	1%	-22%
CCCC(=O)N1CCN(c2ccc(NC(=O)c3cccs3)cc2Cl)CC1	-2%	-11%	-4%	4%[12.7 µM]	11%	3%	27%	-6%	0%
COc1ccccc1CN1CC[C@@]2(CCCN(C(=O)c3ccncc3)C2)C1	5%	5%[60.1 µM]	/	-6%[12.7 µM]	-3%	/	/	/	/
Nc1ccc2nn(-c3ccc(F)cc3)nc2c1	-11%	-21%	6%	28%	8%	82%[activator]	-5%	0%	29%
CCOc1c(Br)cc(C(=O)NCCCn2ccnc2)cc1OC	1%	-3%	-11%	22%[2.33 µM]	-8%	1%	69%	-4%	-20%
CC(=O)c1cccc(NC(=S)NC(=O)c2cccc(C)c2)c1	-5%	-16%	-17%	25µM*	2%	21%	0%	-37%	?
Cc1nc2sc(C#N)c(N)c2c2c1CCCC2	0%	8%	-5%	28%[12.7 µM]	13%	-1%	36%	-5%	5%
Cc1nc2c(-c3ccccc3)c(C)nn2c(C)c1CCC(=O)N1CCOCC1	-9%	-6%	-13%	-20%	-2%	10%	-13%	12%	-14%
CCOC(=O)C1CCN(C(=O)CSc2n[nH]c(-c3ccccc3Cl)n2)CC1	-2%	-1%[60.1 µM]	-7%	?	/	-13%	14%	1%	-31%
COc1cccc(C(=O)COc2ccc(NC(=O)c3ccccc3)cc2)c1	-1%	-10%	1%	13%	-3%	26%	-4%	-3%	-2%
Cc1ccc(CCNS(=O)(=O)c2ccc(C)cc2)cc1	-9%	-22%	2%	4%	-1%	-2%	11%	3%	32%
CCn1nc(NS(=O)(=O)c2ccccc2)c2cc3cccc(C)c3nc21	-2%	-14%	-6%	-10%[59 µM]	-4%	13%	-19%	9%	-7%
S=C(Nc1ccc2[nH]ccc2c1)NC1CCCCC1	-6%	-11%	8%	?	-3%	21%	3%	?	?
COc1ccc(CCN(C)CCCC(C#N)(c2cc(OC)c(OC)c(OC)c2)C(C)C)cc1OC (stereo not given)	0%&-6%	-8%[60.1 µM]	-18%	-1%[59 µM]	7%&-2%&0%&2%	-1%	0%	-28%	-34%
N#C/C(=C\c1ccc(-c2nc3ccccc3s2)o1)C(N)=O	-6%	-8%	-19%	4%	-12%	118%[activator]	16%	-2%	10%
O=C(CSc1nnc(NC(=O)c2c(F)cccc2F)s1)NC1CC1	1%	-6%	-10%	13%	9%	45%[activator]	59%	3%	-26%
C/C(Cn1nnc([N+](=O)[O-])n1)=N\NC(=O)c1cccc(Cl)c1	-1%	-5%	7%	7%[59 µM]	-48%	-17%	16%	-23%	-33%
COc1ccc(-c2nc3sc(CCNC(=O)C(=O)Nc4ccccc4C#N)c(C)n3n2)cc1	-6%	-6%[60.1 µM]	-13%	10%[59 µM]	/	9%	23%	-2%	1%
O=C(NCc1ccccc1Cl)c1cccc(OC2CCN(C(=O)C3CC3)CC2)c1	-3%	2%	-25%	87%[activator]	13%	13%	-23%	-1%	-12%
Cc1ccc(CN(Cc2ccco2)C(=O)COc2ccc(C(C)C)cc2)cc1	-8%	-25%	-28%	-49%[59 µM]	/	27%	8%	57%[activator]	33%
CCc1nc(SCC(=O)Nc2ccc(F)cc2)c2c(=O)n(C)c(=O)n(C)c2n1	-1%	-22%	-8%	27%	-11%	23%	9%	-1%	-9%

Filtered by structure: the compounds so far with bromine.
SMILES	BLM inh	POLK inh	POLH inh	G9a inh	APE1 inh	POLI inh	POLB inh	BAZ2B inh	JMJD2A Tudor
O=C1c2oc3ccc(Br)cc3c(=O)c2C(c2cccc(F)c2)N1CCO (stereo not given)	-7%	-3%	4%	?	-1%	13%	4%	1%	-22%
CCOc1c(Br)cc(C(=O)NCCCn2ccnc2)cc1OC	1%	-3%	-11%	22%[2.33 µM]	-8%	1%	69%	-4%	-20%

With a hit mark in G9a inh (from the list above):
SMILES	BLM inh	POLK inh	POLH inh	G9a inh	APE1 inh	POLI inh	POLB inh	BAZ2B inh	JMJD2A Tudor
CC(=O)c1cccc(NC(=S)NC(=O)c2cccc(C)c2)c1	-5%	-16%	-17%	25µM*	2%	21%	0%	-37%	?

Next part.
SMILES	BLM inh	POLK inh	POLH inh	G9a inh	APE1 inh	POLI inh	POLB inh	BAZ2B inh	JMJD2A Tudor
COC(=O)C1=CN(Cc2cccs2)C=C(C(=O)OC)C1c1cccc(Cl)c1	-12%	-11%	-8%	331%[activator][59 µM]	?	60%[activator]	-9%	51%[activator]	124%[activator]
CCCC(=O)Nc1ccc(C=C(C(C)=O)C(C)=O)cc1	-9%	-7%	-15%	0%[59 µM]	-5%	?	-5%	-14%	-7%
CCCc1nc2oc(C(=O)c3ccccc3)c(N)c2c2c1COC(C)(C)C2	-5%	-4%	1%	?	7%	-6%	?	-4%	0%
COCCN1C(=O)c2oc3cc(C)c(C)cc3c(=O)c2C1c1cccc(O)c1 (stereo not given)	/	-2%	0%	/	/	0%	/	/	-31%
CCOC(=O)c1sc(N)c(C#N)c1COC(=O)CNC(=O)c1cc(OC)c(OC)c(OC)c1	-6%	-20%	-11%	?	-1%	6%	-2%	-21%	-19%
Cc1ccc(CNC(=O)CSc2nc3ccsc3c(=O)n2Cc2ccccc2F)cc1	1%	-7%[60.1 µM]	-14%	17%[59 µM]	/	11%	-2%	-4%	-17%
O=C1CN(c2nnnn2-c2ccccc2)CCN1	-2%	-1%	-7%	-11%[59 µM]	-3%	0%	1%	0%	6%
Cc1ccc(S(=O)(=O)N/N=C\c2ccc([N+](=O)[O-])o2)cc1	1%	-15%	11%	3.5µM*	0%	?	-3%	-5%	-25%
Cc1cnc(NC(=O)Cc2cccs2)s1	-2%	-11%	-10%	51%[activator][59 µM]	-3%	-25%	-16%	-17%	-1%
O=C(Nc1cccc(Cl)c1)N1CCC(CO)(CCOc2ccccc2)CC1	-7%	-5%	-20%	-4%	-1%	-14%	-1%	3%	-18%
Cc1csc(NC(=O)C2CCCO2)n1 (stereo not given)	0%	8%	-9%	8%[59 µM]	4%	3%	9%	1%	-23%
Cc1ccc(S(=O)(=O)N(CC(O)CN2CCOCC2)c2cc(Cl)ccc2Cl)cc1 (stereo not given)	-6%	-6%	-11%	1%[12.7 µM]	3%	-5%	-27%	4%	-17%[11.4 µM]
OCC[C@H]1C[C@H](O)[C@@H](O)[C@]2(Cc3ccccc3CCO2)O1	/	-4%	-12%	15%[2.33 µM]	7%	?	/	4%	-20%
Cc1ccc(-c2ccc(/C=C/C(=O)c3ccccc3)o2)cc1	2%	-1%	-12%	-19%[59 µM]	-2%	12%	1%	?	-20%
CCOC(=O)c1nc(Nc2ccc(C(C)=O)cc2)c2ccccc2n1	-8%&-2%	0%&1%	1%	0%[59 µM]	-1%	?	41%&2%	-7%&-1%	-23%&8%
CC(C)CN(CCCNC(=O)c1cc(-c2ccc(Br)s2)nc2ccccc12)CC(C)C	-3%	-17%	-16%	10%[59 µM]	/	-6%	-13%	1%	4%
C/C=C/C(=O)Nc1cccc(C2=NOC3(C2)C[C@@H](C(N)=O)N(C(=O)c2cc([N+](=O)[O-])cc([N+](=O)[O-])c2)C3)c1 (stereo not given in full)	0%	-1%	7%	-7%[12.7 µM]	1%	-12%	15%	-11%	-31%
C=CCn1c(SCc2nc3ccccc3nc2C)nnc1-c1ccoc1C	3%	-26%	14%	?	1%	?	2%	3%	-17%
O=C(COc1ccc(Cl)cc1Cl)NC(=S)Nc1ccccc1C(=O)O	2%	/	/	/	11%	/	-1%	?	/
O=C(CSc1nnc(-c2ccccc2)n1-c1ccccc1)c1ccc[nH]1	1%	0%	-12%	-14%	-4%	20%	-2%[57.1 µM]	-2%	-10%
COc1ccc(/C=N/NC(=O)c2ccc3ccccc3c2)cc1OS(=O)(=O)c1ccc(NC(C)=O)cc1	-8%	-5%	-6%	30%	-7%	?	2%	2%[57.1 µM]	-17%
O=C(Oc1ccc2c(=O)c(Cl)coc2c1)c1cccnc1	0%	-11%	1%	-7%[59 µM]	-1%	0%	-15%	2%	-12%
O=C(/C=C/c1cccc([N+](=O)[O-])c1)N1CCN(S(=O)(=O)c2cccs2)CC1	-1%	-2%	-18%	-33%	-1%	-27%	34%	?	-28%
O=C(CS(=O)(=O)Cc1ccccc1)Nc1ccc(Br)cc1F	/	-5%	-7%	/	/	8%	/	/	-3%
O=C(CCc1nnc(C2CCCCC2)o1)N1CCN(C2CCCCC2)CC1	-7%	-6%	-2%	/	5%	100%[activator]	?	0%	-20%

More entries:
SMILES	BLM inh	POLK inh	POLH inh	G9a inh	APE1 inh	POLI inh	POLB inh	BAZ2B inh	JMJD2A Tudor
C=CC[C@H](CC(=O)N(CCO)Cc1ccccc1)C(=O)N[C@@H](COC(=O)[C@@H](CC=C)Cc1ccc(F)cc1)Cc1ccccc1	/	-1%	-29%	/	4%	17%	/	/	-21%
Nc1ccccc1C#Cc1ccccc1	-5%&-4%	-3%	-23%	18%	-6%&-1%	19%	30%	2%	16%
COCCNC(=O)CCC1CCN(C/C=C/c2ccccc2OC)CC1	-8%	0%	-10%	/	16%	?	9%	-4%	-5%
Cc1cc(C(=O)O)ccc1-c1ccc(/C=C2\NC(=O)N(Cc3ccc(F)cc3)C2=O)o1	5%	28µM*	7.1µM*	28µM*	13µM*	?	?	40µM*	?
CC(C)(C)c1ccc(OCCC(=O)OCC(=O)N2c3ccccc3NC(=O)C2(C)C)cc1	/	-16%	-18%	?	-4%	?	/	-1%	-20%
COc1ccc(Oc2nc3c(c(=O)n(Cc4ccccc4Cl)c(=O)n3C)n2C)cc1	-10%	-19%	-14%	2%[59 µM]	/	3%	?	?	-9%

Not all compounds are listed; the hit share may differ from the screen's.
